# TPT1 inh = inhibitors of Candida albicans tRNA 2'-phosphotransferase TPT1; recombinant caTPT1, FP RNA substrate dephosphorylation; 300,000 compounds, 0.81% hits; inhibition, % at 5 µM;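 active = inhibition above the mean of all tested compounds plus 3 SD, set per screening campaign, cut at about 24% in these data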;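 also: plate controls were DMSO alone for no effect and ferristatin control at 100 nM for full effect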
# core dimer inh = blocks dimerization of HCV core protein; 300,000 compounds, 0.33% hits; TR-FRET GST/Flag-core106 dimerization, 1536-well; inhibition, % at 5 µM; AID 1899;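 active = inhibition above the mean of all tested compounds plus 3 SD, set per screening campaign, cut at about 45% in these data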
#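 System – GST-tagged and Flag-tagged HCV core protein residues 1-106 · Repeats – one well for each compound · Technique – TR-FRET 671 and 617 nm emission · Doses – one concentration, 5 µM, in 0.5% DMSO · Times – 4 h, 22.5 °C incubation · Also added – Eu donor and XL665 acceptor anti-tag antibodies · Measure – percent inhibition of core106 dimerization signal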
# Efflux pump inh = blocks antifungal efflux pumps in multiplex yeast assay | S. cerevisiae Candida pump triplex, Nile Red efflux | inhibition, % at 10 µM | 330,000 compounds, 0.44% hits | AID 485275;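 active = plate passing quality check with inhibition over a set limit, or well fluorescence over plate mean plus 4 SD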;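 also: Nile Red retained in pooled yeast measured as flow cytometry median fluorescence; 0% = buffer negative control and 100% = Enniatin B positive control; higher means more Nile Red kept so more efflux inhibition; some compounds called inactive have numbers as strong as hits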
# JMJD2C inh = blocks human GASC-1 demethylase activity. Q9H3R0. GST-JMJD2C(1-420) H3K9me3 demethylation, DELFIA europium. inhibition, % at 2.35 µM. 330,000 compounds, 0.069% hits;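 active = more than half of a compound's replicate wells show inhibition beyond 50%, single wells judged on their own value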;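 also: signal counts dimethyl H3K9 product captured on neutravidin plate; 0% = median of DMSO wells and 100% = 0.3 times that DMSO median; strong numbers were not always called active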
# Target sequence (Q9H3R0 1-420 limits assumed): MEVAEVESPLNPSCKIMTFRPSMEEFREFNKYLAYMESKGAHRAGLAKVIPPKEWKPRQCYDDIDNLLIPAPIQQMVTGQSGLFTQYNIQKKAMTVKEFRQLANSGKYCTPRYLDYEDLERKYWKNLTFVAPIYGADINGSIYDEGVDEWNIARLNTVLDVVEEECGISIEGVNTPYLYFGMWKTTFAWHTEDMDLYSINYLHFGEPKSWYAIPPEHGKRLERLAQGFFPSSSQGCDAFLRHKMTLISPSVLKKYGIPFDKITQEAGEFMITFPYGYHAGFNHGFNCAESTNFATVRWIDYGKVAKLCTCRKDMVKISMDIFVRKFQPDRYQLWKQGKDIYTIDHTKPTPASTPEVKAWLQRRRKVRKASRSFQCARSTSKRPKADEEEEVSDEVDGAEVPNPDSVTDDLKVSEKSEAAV
# LYPLA2 inh = counter-screen for PME1 inhibitors: inhibitors of human LYPLA2. AID 2177. inhibition, % at 5.9 µM. 320,000 compounds, 0.38% hits. recombinant LYPLA2, FP-Rh probe fluorescence polarization;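 active = inhibition above the screen-wide mean plus 3 SD, limit set per campaign, cut at about 26% in these data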;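 also: 0% = LYPLA2 with DMSO and 100% = wells lacking LYPLA2 enzyme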
# PP5 inh = PP5 (human) phosphatase inhibition | purified PP5c, OMFP substrate fluorescence | 320,000 compounds, 0.18% hits | inhibition, % at 6.7 µM;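 active = inhibition above the campaign's mean inhibition across all tested compounds plus 3 SD, cut at about 9.5% in these data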;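 also: 0% = DMSO only and 100% = 100 µM cantharidin control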
# Target sequence (P53041 whole entry, looked up): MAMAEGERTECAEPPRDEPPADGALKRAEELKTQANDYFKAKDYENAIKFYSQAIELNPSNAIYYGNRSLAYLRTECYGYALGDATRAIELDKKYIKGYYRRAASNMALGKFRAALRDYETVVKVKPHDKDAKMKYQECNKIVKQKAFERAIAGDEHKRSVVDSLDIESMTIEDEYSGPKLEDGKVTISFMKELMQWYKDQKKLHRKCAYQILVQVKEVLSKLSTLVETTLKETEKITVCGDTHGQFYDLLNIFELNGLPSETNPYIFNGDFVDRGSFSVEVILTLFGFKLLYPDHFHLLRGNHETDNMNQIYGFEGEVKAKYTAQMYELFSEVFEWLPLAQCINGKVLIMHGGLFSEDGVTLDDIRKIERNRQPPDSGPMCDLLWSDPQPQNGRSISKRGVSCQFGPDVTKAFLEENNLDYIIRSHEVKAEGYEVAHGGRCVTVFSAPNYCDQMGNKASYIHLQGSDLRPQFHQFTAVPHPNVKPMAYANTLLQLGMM
# PP1 counter = PP1-alpha (human) inhibition in PP5 counter-screen; P62136; purified PP1alpha, OMFP fluorescence; 320,000 compounds, 0.9% hits; inhibition, % at 6.7 µM; AID 2235;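 active = inhibition above the mean inhibition of all tested compounds plus 3 SD, computed separately for each screening campaign, cut at about 15% in these data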
# PREPL inhibitor = human PREPL enzyme inhibition; recombinant PREPL, fluorescence polarization activity-based probe; Q4J6C6; inhibition, % at 5.96 µM; 320,000 compounds, 0.68% hits; in the data active = inhibition above about 43%;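 also: 0% = enzyme with DMSO and 100% = wells lacking enzyme; many of its hits are not listed in these tables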
# Fh CTSL1 inh = cathepsin L1 inhibition, PFM18AAP counter-screen. 300,000 compounds, 0.49% hits. recombinant F. hepatica cathepsin L1, Z-Leu-Arg-MCA fluorescence. inhibition, % at 5.96 µM. AID 1906;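 active = inhibition above the mean of all tested compounds plus 3 SD, set per screening campaign, cut at about 17% in these data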;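 also: 0% = plate median of test compound wells and 100% = 1 µM Z-Phe-Ala-diazomethylketone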
# Active calls of the source: *; . = not tested or not shown; & = joins results of further samples.
SMILES,TPT1 inh,core dimer inh,Efflux pump inh,JMJD2C inh,LYPLA2 inh,PP5 inh,PP1 counter,PREPL inhibitor,Fh CTSL1 inh
Cc1nnc(SCC(=O)Nc2nc(C(C)(C)C)cs2)s1,0,-9,0.0,-1,3,0.7,-2,12,1
COc1ccc(NC(=O)Cn2cnc3c(oc4nc5c(cc43)COC(C)(C)C5)c2=O)cc1,-2,1,0.0,6,-3,-1.2,-4,-4,-3
CCCCCCC1(C)NC(=S)N(c2ccccc2)N1 (stereo not given),-6,3,0.1,-4,3,0.8,-1,-2,0
S=C(NCC1CCCO1)Nc1cc(Cl)c(Cl)cc1Cl (stereo not given),-2,2,0.1,1,3,0.1,-2,-1,-1
COc1ccc(-c2cc(C(=O)N(C)Cc3cccc(OC)c3OC)c3ccccc3n2)cc1OC,-1,6,-0.1,13,7,0.4,-2,-3,3
CC1(C)Cc2cccc(OCC(=O)NC3CC3)c2O1,-4,-4,-0.1,-5,3,-1.1,0,7,-1
CCc1nc2c(oc3ccccc32)c(=O)[nH]1,-8,-3,-0.1,14,7,1.0,0,0,1
CCOC(=O)C1(Cc2cccc(F)c2)CCN(C(=O)c2cnccn2)CC1,-5,-1,0.2,-16,-10,2.3,5,8,0
O=C(CCc1nc(-c2ccccc2)no1)NCc1ccccc1CN1CCOCC1,.,.,0.0,.,4,-1.6,-3,11,.
Cc1ccccc1NC(=O)N1CCCC1C(=O)NCc1ccccc1 (stereo not given),0,2,-0.1,5,5,0.2,0,1,5
C/C(=N\NC(=O)c1ccc2c(c1)OCO2)c1ccc(NS(C)(=O)=O)cc1,4,0,0.1,1,-6,-3.0,-3,7,-1
Oc1ccc(/C=N/n2cc(-c3ccccc3)[nH]c2=S)cc1,0,-6,-0.1,2,3,-1.2,3,12,1
CC1CCN(Cc2nnnn2CCCC(=O)NCCc2cnn(C)c2)CC1,-2,-1,0.1,-16,1,-1.0,-2,3,-2
CCc1cccc2c(/C=N/NC(=O)c3cccc(S(=O)(=O)Nc4ccccc4Cl)c3)c[nH]c12,-3,3,-0.3,5,9,3.1,2,18,2
CN(CCCC(=O)Nc1ccccc1)S(=O)(=O)c1ccc(Cl)cc1,-5,5,-0.5,-6,6,0.8,-2,-18,1
CCOc1c(OC)ccc2c3c(c(=O)oc12)CCCC3,-4,0,0.0,5,7,0.8,-2,8,2
Cc1cc(NC(=O)c2cnn3cccnc23)nn1CC(=O)Nc1cccnc1,2,1,-0.1,3,1,2.0,2,-1,1
O=C(NCCc1ccccc1)c1ccc(NCC2CCCO2)c([N+](=O)[O-])c1 (stereo not given),0,2,0.0,-2,8,1.4,-2,7,2
CCN(C(=O)c1c(C)noc1C)c1c(N)n(Cc2ccccc2)c(=O)[nH]c1=O,.,.,0.0,7,3,2.8,-4,2,.
COc1ccc2c(c1)c(=O)oc1c(C)c(OCC(=O)N3CCc4ccccc4C3)ccc12,1,7,0.2,3,1,3.2,-2,7,7
CC(C)C(=O)Nc1cc(-c2nc3ncccc3o2)ccc1Cl,2,3,-0.1,-1,0,1.0,-1,-3,-3
N#Cc1nc(-c2ccco2)oc1N1CCC(C(N)=O)CC1,0,3,-0.1,-1,6,-2.0,-4,5,2
Cn1cnnc1SCC(=O)NC1CCCCC1,-1,-2,0.0,6,9,-1.9,2,10,-2
CCOc1ccc(CC(=O)NCCc2cnc[nH]2)cc1,0,7,0.0,3,8,-0.5,-5,-2,1
O=C1c2ccccc2C(=O)N1CC(O)COc1ccccc1Cl (stereo not given),-1,4,0.1,-1,16,-0.5,-2,-9,-3
COC(=O)c1ccc(N(CC(=O)NC2CCCC2)C(=O)CNC(=O)c2ccco2)cc1,-2,-1,0.0,-4,4,-0.1,4,15,-1
CCc1ccc(NC(=O)c2ccc(C3SCC(=O)N3CCc3ccccc3)cc2)cc1 (stereo not given),-3,17,-0.1,5,-7,6.3,9,-13,1
CCCCN(C)CCC(=O)Nc1ccc(F)c(F)c1,-4,0,-0.3,8,5,2.0,-4,7,-4
CCn1cc(S(=O)(=O)c2ccccc2)c(=O)c2cc(F)c(N3CCN(C)CC3)cc21,1,1,0.0,0,3,-1.2,3,-3,2
CCOc1ccccc1Nc1ccc2nonc2c1[N+](=O)[O-],0,7,-0.2,0,4,-0.2,-2,-5,-3
O=C(COC(=O)/C=C/c1cccc(Cl)c1)NC1CC1,.,.,0.0,.,2,-1.7,2,5,.
Cc1ccc(NC(=O)Nc2cnccn2)cc1Cl,-5,-4,0.0,-6,-1,4.2,1,-6,2
COc1ccc(-c2cc(-c3ccc(C)cc3)nc(SCc3nnc(-c4ccccc4)o3)c2C#N)cc1OC,1,1,0.0,-5,-14,-2.3,-10,-17,-7
C=CCn1c(-c2ccc(Cl)cc2)c[nH]c1=S,-2,-2,0.1,-3,-3,3.6,-4,-3,0
Cc1ccc2c(c1C)NC(=O)CC(c1ccccc1O)=N2,1,-3,0.0,-4,1,1.6,-2,12,1
CCn1c(Cc2cccs2)nnc1SCC(=O)Nc1ccc(OC)c(OC)c1,-4,-6,0.0,-2,7,0.8,2,10,-2
CC1(C)Cc2c(C#N)c(SCC(=O)c3ccccc3)nc(N3CCOCC3)c2CS1,-1,13,0.0,13,-4,0.2,10,-2,-3
CC1CCN(C(=O)CSc2nncn2-c2ccccn2)CC1,0,-5,0.0,-4,-2,-1.8,-3,-7,-2
O=C(CSC1=NS(=O)(=O)c2cc(F)ccc2N1)Nc1ccccc1,1,4,0.1,31,-3,0.7,0,0,-6
COc1cccc(C2=NOC(C(=O)N3CCN(c4ccccc4)CC3)C2)c1OC (stereo not given),0,20,0.1,2,3,-1.0,0,-27,1

# The closing four entries of the part before come first, to join the parts:
SMILES,TPT1 inh,core dimer inh,Efflux pump inh,JMJD2C inh,LYPLA2 inh,PP5 inh,PP1 counter,PREPL inhibitor,Fh CTSL1 inh
CC1(C)Cc2c(C#N)c(SCC(=O)c3ccccc3)nc(N3CCOCC3)c2CS1,-1,13,0.0,13,-4,0.2,10,-2,-3
CC1CCN(C(=O)CSc2nncn2-c2ccccn2)CC1,0,-5,0.0,-4,-2,-1.8,-3,-7,-2
O=C(CSC1=NS(=O)(=O)c2cc(F)ccc2N1)Nc1ccccc1,1,4,0.1,31,-3,0.7,0,0,-6
COc1cccc(C2=NOC(C(=O)N3CCN(c4ccccc4)CC3)C2)c1OC (stereo not given),0,20,0.1,2,3,-1.0,0,-27,1
Cc1ccc(CC(=S)N2CCOCC2)cc1,-3,-1,-0.1,-32,-2,2.0,-1,-10,-3
Cc1ccc(C)c(N(CC(=O)NCc2ccco2)C(=O)CCC(=O)Nc2nccs2)c1,3,-3,0.5,28,1,-1.0,0,15,0
CO/N=C/NC(=O)c1ccc([N+](=O)[O-])c(CS(=O)(=O)c2ccc(Cl)cc2)c1,-1,-6,0.1,-4,6,1.2,-4,12,-3
CCOC(=O)CN1C(=O)C(=O)N(Cc2c(F)cccc2Cl)C1=O,-1,-4,-0.2,7,-2,2.1,0,15,0
COCC(C)n1c(C)cc(C(=O)CSc2nc(C)c(C)c(C)n2)c1C (stereo not given),-2,3,0.1,3,8,-0.3,-1,-6,-3
COc1ccc(N/N=C(/Oc2ccc([N+](=O)[O-])cc2)C(C)=O)cc1,-3,9,0.0,-3,1,1.2,-2,15,4
CCN(c1ccccc1)S(=O)(=O)c1cc(C(=O)Nc2ccc(Br)cc2)ccc1F,2,12,-0.1,-7,-65,5.1,6,-37,-2
O=c1[nH]c(C2CCCN(S(=O)(=O)c3ccccc3F)C2)nc2c1nnn2Cc1ccccc1Cl (stereo not given),2,24,0.5,3,-6,1.9,8,-2,3
Cc1cccc(NCc2nc3ccccc3n2Cc2ccccc2)c1,0,8,0.1,0,3,5.0,5,4,0
Cc1cccc(Cn2c(NCC(C)O)nc3c2c(=O)n(C)c(=O)n3C)c1 (stereo not given),-1,-5,0.0,35,-7,1.5,2,-18,-2
Cc1ccc(NC(=O)CN(C)C(=O)/C=C/c2cccs2)cc1,2,-9,0.1,-3,-7,0.5,1,3,4
Cc1nn(CC(O)Cn2c3c(c4ccccc42)CCN(C)C3=O)c(C)c1Br (stereo not given),-4,-5,-0.3,-7&2,4,1.2,2,14,-2
CNC(=S)NNC(=O)c1sccc1OCc1cccc(C(F)(F)F)c1,4,-1,0.2,-5,5,1.2,4,11,-1
O=c1[nH]c2cc3c(cc2cc1CN(Cc1ccco1)C(=S)NCCCN1CCOCC1)OCCO3,1,-4,-0.1,20,5,2.6,-1,0,1
CC1=C(C(=O)N2CCOCC2)C(c2cccs2)NC(=O)N1 (stereo not given),-9,-5,-0.2,-8,11,-0.4,0,9,1
CC(CCCN(C)C)C(Cc1ccccc1)c1ccccc1 (stereo not given),-1,-5,0.0,-3,2,2.3,0,-71,0
CN(C)C(CNC(=O)c1cccc(S(=O)(=O)NCc2ccccc2)c1)c1ccco1 (stereo not given),1,-2,0.1,-6,-1,-0.5,-7,-6,0
CC1CCc2c(nc3nc[nH]n3c2=O)C1 (stereo not given),2,-5,0.1,1,-6,1.4,-6,2,-1
C/C=C/c1ccc(OCCCCN2CCN(CC)CC2)c(OC)c1,-3,-3,-0.1,-4,-4,1.4,-6,3,-2
Cc1ccc(NC(=O)c2cc(=O)[nH]c3ccc(S(=O)(=O)N4CCOCC4)cc23)cc1,.,.,-0.2,5,1,-0.7,-1,2,.
COc1ccc(NS(=O)(=O)c2cccc(-c3n[nH]c(=S)n3Cc3ccccc3)c2)cc1,0,3,0.2,29,-4,-1.6,-2,13,-4
CCOCCCNC(=O)c1ccc(C2SCC(=O)N2Cc2ccccc2)cc1 (stereo not given),-2,-6,-0.1,15,1,1.5,-1,17,-1
Cc1ccc(CN2[C@@H](CC(C)C)COCCS2(=O)=O)cc1,1,-11,0.0,21,4,1.0,-2,2,-1
O=C(CNS(=O)(=O)c1cccs1)NCc1ccc(F)cc1,5,-4,0.5,-10,-2,2.4,-2,-3,-6
CN=C1S/C(=C\c2cccc(Cl)c2Cl)C(=O)N1C,-3,1,-0.1,0,11,2.5,-4,-24,-4
COCc1ccc(CN2CCC(C(=O)Nc3cccc(-c4cccc(Cl)c4)c3)CC2)o1,-3,-13,.,-27,-31,7.5,9,-26,5
CC(SCc1ccccc1)C(=O)N/N=C/c1cc2c(cc1Br)OCO2 (stereo not given),0,2,-0.1,-2,0,-1.9,2,2,5
COC(=O)c1ccc(-n2c(C)cc(C(=O)COC(=O)CNS(=O)(=O)c3ccc(C)cc3)c2C)cc1,5,18,-0.1,-2,-3,1.8,2,-6,-33
Cc1ccc(Oc2ccc(C(F)(F)F)cc2[N+](=O)[O-])c([N+](=O)[O-])n1,-2,-1,-0.1,-1,3,1.6,-4,5,0
CN(Cc1ccccc1)C(=O)c1ccccc1NC(=O)C1=CSCCO1,-1,-1,0.0,2,0,1.8,-1,6,1
NC(N)=NS(=O)(=O)c1ccc(NC(=S)NC(=O)/C=C/c2ccco2)cc1,8,4,0.6,-1,-19,0.6,4,9,5
CC1CN(S(=O)(=O)c2cccc(C(=O)NCc3ccc4c(c3)OCO4)c2)CC(C)O1 (stereo not given),0,3,-0.1,-4,3,1.0,-1,4,-3
CCOc1ccc(NC(=O)C(=O)NCCN2CCN(S(=O)(=O)c3ccccc3)CC2)cc1,-2,-10,-0.3,-9,8,-8.2,-4,0,-1

# High-throughput results as filed in PubChem.

# An excerpt, so the mix of outcomes need not match the whole.
